TRHR ag: TRH receptor (human) agonism | P34981 | TRHR cells, calcium flux fluo-8, FDSS agonist mode | activation, % at 2 µM | hit rate 0.18% among 360,000; in the data active means activation above about 30%; further: 0% is about no effect
Target sequence (P34981 whole entry, looked up): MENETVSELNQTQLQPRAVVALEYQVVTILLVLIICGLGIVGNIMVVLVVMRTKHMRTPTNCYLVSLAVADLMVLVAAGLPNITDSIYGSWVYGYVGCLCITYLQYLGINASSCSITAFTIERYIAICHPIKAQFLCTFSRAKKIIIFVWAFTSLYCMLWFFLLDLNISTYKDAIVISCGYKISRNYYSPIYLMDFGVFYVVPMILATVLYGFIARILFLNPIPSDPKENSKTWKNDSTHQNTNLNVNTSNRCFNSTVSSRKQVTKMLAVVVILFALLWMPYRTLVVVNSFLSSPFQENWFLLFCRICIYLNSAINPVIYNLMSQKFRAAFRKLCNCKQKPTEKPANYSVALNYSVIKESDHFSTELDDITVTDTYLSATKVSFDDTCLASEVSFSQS
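Agonist-mode FDSS calcium read (Ex 480/Em 530, 1 s cycles) in 1536-well TRHR cells with fluo-8 dye, after 10-cycle baseline and 23 nL compound addition; TRH at EC20 (10 nM final) added afterwards for the enhancer phase.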
Apoferritin bind: candidate novel general anesthetic via apoferritin binding; apoferritin/1-aminoanthracene competitive binding, fluorescence; AID 485281; hit rate 0.074% among 350,000; Potency, µM (doses to about 77.5 µM), without a hit: top-dose activity change, negative = displacement, actives largely listed as inhibitors; further: potency means the concentration at half of the fitted maximal effect; on the % scale 0 is the no-effect control and ±100 the full control effect; nearly all actives have a fitted effect of over 20% in size
Target sequence (P02791 2-175 limits assumed): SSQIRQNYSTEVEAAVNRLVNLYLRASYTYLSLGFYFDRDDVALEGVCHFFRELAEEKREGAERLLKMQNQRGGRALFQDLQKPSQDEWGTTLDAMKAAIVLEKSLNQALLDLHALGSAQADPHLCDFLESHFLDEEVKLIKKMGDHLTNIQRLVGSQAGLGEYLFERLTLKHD
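Probe: 1-aminoanthracene (50% saturated, PBS). Protein: horse-spleen apoferritin, 10 uM. Incubation: 10 min, room temperature. Detection: 380 nm excitation, 535 nm emission. Analysis: normalized response, four-parameter Hill.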
D1 ag: activates the human D1 dopamine receptor; HEK293 T-REx D1 cells, calcium flux, agonist mode; P21728; activation, % at 2 µM; hit rate 1% among 360,000; in the data active means activation above about 30%; further: 0% is about no effect
Target sequence (P21728 whole entry, looked up): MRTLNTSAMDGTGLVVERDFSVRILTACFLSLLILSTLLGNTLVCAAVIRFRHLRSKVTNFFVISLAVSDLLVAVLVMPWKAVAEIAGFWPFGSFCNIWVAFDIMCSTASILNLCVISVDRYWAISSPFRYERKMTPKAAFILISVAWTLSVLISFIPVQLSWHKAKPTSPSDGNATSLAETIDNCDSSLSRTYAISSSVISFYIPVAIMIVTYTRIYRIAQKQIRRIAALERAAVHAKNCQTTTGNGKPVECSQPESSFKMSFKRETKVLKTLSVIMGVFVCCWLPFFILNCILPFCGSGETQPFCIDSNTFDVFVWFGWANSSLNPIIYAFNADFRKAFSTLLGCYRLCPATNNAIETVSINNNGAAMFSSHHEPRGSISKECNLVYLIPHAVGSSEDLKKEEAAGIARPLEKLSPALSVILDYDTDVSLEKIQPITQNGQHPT
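Agonism was scored from calcium flux recorded over 180 s (1 read/s) after pintool compound addition, following a 10-cycle baseline. Cells were inducible force-coupled HEK293 TREx D1, plated overnight at 30 C and loaded with no-wash calcium dye.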
TRHR enhancer: allosteric enhancers of human TRH receptor; TRHR cells, fluo-8 calcium fluorescence, EC20 TRH enhancement; enhancement, % at 2 µM; hit rate 0.66% among 360,000; AID 493056; in the data active means enhancement above about 30%; further: 0% is about no effect
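Enhancer read-out: after compound pinning and an initial kinetic agonist-mode read, an EC20 of TRH (10 nM final) was injected and fluo-8 calcium signal (Ex 480/Em 530) followed at 1 s/cycle for 100 cycles in TRHR-expressing cells.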
D1 antag: human D1 dopamine receptor antagonism. P21728. hit rate 3.2% among 360,000. activity change, negative = inhibition, % at 10 µM. HEK293 TREx D1 cells, calcium flux, dopamine EC80; stronger effect = lower value; in the data active means activity change below about -30%; further: on the % scale 0 is the no-effect control and ±100 the full control effect
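Allosteric or orthosteric antagonism assessed as attenuation of the calcium response to EC80 dopamine, added 180 s after compound, in induced HEK293 Trex D1 cells loaded with no-wash calcium dye.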
D2 PAM: positive allosteric modulators of human D2 dopamine receptor | HEK293 T-REx D2, calcium flux, EC20 dopamine potentiation | hit rate 0.34% among 340,000 | potentiation, % at 10 µM | P14416 | AID 485347;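 active means potentiation over 3 SD above the plate norm, cut at about 30% in these data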; further: 0% is about no effect
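Calcium flux readout, no-wash dye, 1 read/s. Inducible HEK293 Trex D2 line, overnight 30 C. Compound alone 180 s (agonist flags), then EC20 dopamine, another 180 s to score potentiation.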
RXFP1 antagonist: blocks the human relaxin receptor RXFP1; hit rate 0.59% among 350,000; HEK293-RXFP1, relaxin-stimulated cAMP HTRF, 30 min; stronger effect = lower value; Q9HBX9; activity change, negative = inhibition, % at 57.5 µM;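 active means activity change of -60% or lower, but not beyond a set lower limit; inconclusive means change between -60% and -40%, or beyond the set limit; inactive means change above -40%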; further: on the % scale 0 is the no-effect control and ±100 the full control effect
RXFP1 ag: RXFP1 (human) receptor agonism. Q9HBX9. HEK293T-RXFP1 cAMP TR-FRET, 30 min; response scale: percent of porcine relaxin response, buffer zero. Potency, µM (series often up to 57.5 µM), for the others: top-dose activation, hits mostly activators. hit rate 0.3% among 370,000; further: potency means the concentration at half of the fitted maximal effect; on the % scale 0 is the no-effect control and ±100 the full control effect; nearly all actives have a fitted effect of over 60% in size; many of its hits are not listed in these tables
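HEK293 cells stably expressing RXFP1, treated 30 min at 37C with compounds plus PDE4 inhibitor Ro 20174; cAMP measured by HTRF TR-FRET. Normalized to buffer and 29 nM porcine relaxin; EC50 by Hill fit.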
D1 PAM: human D1 dopamine receptor positive modulation; HEK293 TREx D1 cells, calcium flux, dopamine EC20 potentiation; potentiation, % at 10 µM; hit rate 0.036% among 360,000; P21728; AID 504651; in the data active means potentiation above about 30%; further: 0% is about no effect
Numbers without * were called inactive; ? = inconclusive; . = not tested or not shown; & = joins results of further samples; [ ] = another dose, or the depositor's remark. Unless noted, the call rests on the fitted dose curve; in most records, active means well fitted curve in the direction sought with a large enough effect; inconclusive means small, poorly fitted or top-dose-only effect, or another doubt; inactive means no such curve, though single readings can be large; an effect the other way counts as inactive or inconclusive.

SMILES | TRHR ag | Apoferritin bind | D1 ag | TRHR enhancer | D1 antag | D2 PAM | RXFP1 antagonist | RXFP1 ag | D1 PAM
Oc1c(Br)cc(Br)cc1Oc1ccc(Br)cc1Br | 0.5 | ? | 9 | -2 | -14 | . | . | -0.4% | -4
Cn1c2ccccc2c2c(C(=O)N3CCC4(CC3)OCCO4)cn(C3CCCC3)c(=O)c21 | -0.4 | -6% | 0 | 0 | 4 | -2 | 1 | 0.6% | -2
CCOC(=O)C(=O)NC1CCSC1=O (stereo unspecified) | 0.4 | -9% | 1 | 1 | -14 | -3 | -4 | 0.4% | 18
Clc1ccccc1CN1CCN(c2ccccc2)CC1 | -0.3 | -7% | -1 | -5 | -10 | -26 | -21 | 1.7% | 3
O=c1cccc2n1CC1CNC[C@H]2C1 | 0.6 | -5%[29.3 µM] | -2 | -10 | 17 | 3 | . | -0.1% | 1
COc1ccccc1C(=O)Nc1ccc2nc(SCC(=O)N3CCCc4ccccc43)sc2c1 | 1.3 | 59%[activator] | 5 | -7 | -3 | . | -9 | ? | 0
CC(C)OP(=O)(OC(C)C)C(Nc1ccc([N+](=O)[O-])cc1)c1cccc([N+](=O)[O-])c1 (stereo unspecified) | -1.9 | ? | 2 | 3 | 11 | 9 | 6 | 6.1% | 2
NCc1cc(=O)[nH]o1 | 0.2 | . | -2 | 10 | 21 | . | . | 1.2% | -5
CC(C)c1cc(Br)c(NC(=O)Nc2cccnc2)c(Br)c1 | -0.5 | -5% | 3 | -9 | -1 | 0 | 3 | -0.8% | -5
COC(=O)C1=C(c2cccc(OCc3ccccc3)c2)C[C@@H]2CC[C@H]1N2C(=O)NCc1ccc(C(F)(F)F)cc1 | 0.3 | . | 4 | -3 | -24 | 4 | . | 1.5% | -2
COc1c2c(cc3c1OCO3)CCN(C)C2 | 0.6 | -1%[29.3 µM] | -2 | -1 | -11 | -13 | 9 | -1.3% | -5
CCC(=Nc1ccccc1NC(C)=O)c1c(O)n(C)c(=O)n(C)c1=O | -2.3 | 29% | 3 | -1 | -9 | -3 | 31 | 1.4% | -1
NCCCN1CCN(c2ccccc2)CC1 | 0.5 | 1% | 1 | -2 | 23 | 8 | -5 | -1.3% | -3
N#CCCn1cc(C(=O)Nc2ccc([N+](=O)[O-])cc2)c(-c2ccccc2)n1 | 1.3 | -7% | 0 | 6 | -7 | -3 | 0 | 5.6% | -6
Cc1c(C)c2ccc(OCC(=O)N3CCC(C(=O)O)(c4ccccc4)CC3)cc2oc1=O | 0.3 | -10% | 1 | 0 | -10 | -5 | . | 4.5% | 3
COc1ccc(-n2nc(C(=O)NCC(=O)N3CCC4(CC3)OCCO4)c3ccccc3c2=O)cc1 | 0.1 | -10% | 2 | 1 | 6 | . | 8 | ? | -7
Cc1ccc(-n2c(O)c(/C=C3/C(c4ccccc4)=Nc4ccccc43)c(=O)[nH]c2=O)cc1 | 1.4 | ? | 0 | 2 | 5 | 0 | 4 | -1.6% | -1
C/C=C(\C)C(=O)N[C@@H](c1ccccc1)[C@@H](O)C(=O)O[C@H]1C[C@@]2(O)[C@@H](OC(=O)c3ccccc3)C3[C@](C)(C(=O)[C@H](OC(C)=O)C(=C1C)C2(C)C)[C@H](O)C[C@H]1OC[C@@]31OC(C)=O (stereo partly specified) | 1.0 | -16% | 7 | 2 | 4 | 11 | . | 0.9% | 7
CCN(CC)CCCN=Cc1c(O)n(-c2cccc(C)c2C)c(=O)[nH]c1=O | 0.5 | -7% | 2 | 0 | 4 | 2 | -1 | 0.7% | -7
Cc1cccc(NC(=O)COC(=O)c2cc(C)n(C3CC3)c2C)c1 | 0.3 | . | 8 | 7 | -8 | 0 | 8 | 0.6% | 0

Given with two lines to a compound: 8 of the compounds above
Order of results: TRHR ag, Apoferritin bind, D1 ag, TRHR enhancer, D1 antag, D2 PAM, RXFP1 antagonist, RXFP1 ag, D1 PAM
> NCCCN1CCN(c2ccccc2)CC1
    0.5, 1%, 1, -2, 23, 8, -5, -1.3%, -3
> N#CCCn1cc(C(=O)Nc2ccc([N+](=O)[O-])cc2)c(-c2ccccc2)n1
    1.3, -7%, 0, 6, -7, -3, 0, 5.6%, -6
> Cc1c(C)c2ccc(OCC(=O)N3CCC(C(=O)O)(c4ccccc4)CC3)cc2oc1=O
    0.3, -10%, 1, 0, -10, -5, ., 4.5%, 3
> COc1ccc(-n2nc(C(=O)NCC(=O)N3CCC4(CC3)OCCO4)c3ccccc3c2=O)cc1
    0.1, -10%, 2, 1, 6, ., 8, ?, -7
> Cc1ccc(-n2c(O)c(/C=C3/C(c4ccccc4)=Nc4ccccc43)c(=O)[nH]c2=O)cc1
    1.4, ?, 0, 2, 5, 0, 4, -1.6%, -1
> C/C=C(\C)C(=O)N[C@@H](c1ccccc1)[C@@H](O)C(=O)O[C@H]1C[C@@]2(O)[C@@H](OC(=O)c3ccccc3)C3[C@](C)(C(=O)[C@H](OC(C)=O)C(=C1C)C2(C)C)[C@H](O)C[C@H]1OC[C@@]31OC(C)=O (stereo partly specified)
    1.0, -16%, 7, 2, 4, 11, ., 0.9%, 7
> CCN(CC)CCCN=Cc1c(O)n(-c2cccc(C)c2C)c(=O)[nH]c1=O
    0.5, -7%, 2, 0, 4, 2, -1, 0.7%, -7
> Cc1cccc(NC(=O)COC(=O)c2cc(C)n(C3CC3)c2C)c1
    0.3, ., 8, 7, -8, 0, 8, 0.6%, 0

Additional entries.
SMILES | TRHR ag | Apoferritin bind | D1 ag | TRHR enhancer | D1 antag | D2 PAM | RXFP1 antagonist | RXFP1 ag | D1 PAM
Cc1ccc2c(c1)=C/C(=C\c1c(O)[nH]c(=S)[nH]c1=O)C(=O)N=2 | 0.6 | 72%[activator] | 0 | 0 | -6 | 23 | . | -1.2% | -7
OC1C2CN3CN(C2)CC1(c1ccccc1)C3 (stereo unspecified) | 0.3 | 7% | 3 | 0 | 1 | 0 | 25 | -4.6% | -11
NC1=NC(c2cccnc2)n2c(nc3ccccc32)N1 (stereo unspecified) | 0.4 | -14% | 0 | -1 | 5 | 4 | -2 | 1.1% | -5
O=[N+]([O-])c1ccc(NCc2ccc(Cl)cc2)c2ccncc12 | 0.8 | -6% | 5 | 6 | -13 | -3 | 3 | 5.9% | -3
Cc1ccc2occ(CN3CC4CC(C3)c3cccc(=O)n3C4)c(=O)c2c1 (stereo unspecified) | -0.8 | -11% | 0 | 3 | 4 | 8 | 2 | 2.2% | 8
C=CCn1c(O)c(C(C)=Nc2ccc(C(=O)O)cc2)c(=O)[nH]c1=O | 0.1 | -4% | 4 | 12 | -14 | -4 | -8 | 0.2% | -4
Cn1c(O)c(C(=Nc2ccc(F)cc2)c2ccccc2)c(=O)n(C)c1=O | -0.5 | -7% | 2 | -4 | -33* | -2 | -8 | 1.3% | -5
Cc1ccc2c(c1)C1CN(C)CCC1N2C(=O)/C=C/c1ccc2c(c1)OCO2 (stereo unspecified) | -0.2 | -14% | 0 | -3 | 14 | -10 | 1 | 3.8% | -5
CCCCn1c(O)c(/C=C/C=Nc2ccccc2)c(=O)[nH]c1=O | 41* | -7% | 71* | 24 | 2 | 6 | . | -1.8% | -3
CC(CN1CCOCC1)OC(=O)Cc1ccccc1 (stereo unspecified) | -0.1 | -6% | 6 | -4 | 0 | -2 | -10 | 0.8% | -1
O=Cc1cn(Cc2ccc(F)cc2)c2ccccc12 | -0.5 | -16% | 11 | -13 | -14 | 7 | -1 | -1.0% | -9
Cc1cc(C=C2C(=O)NC(=O)NC2=O)c(C)n1-c1ccncc1 | 0.6 | -14% | 1 | 6 | 6 | 5 | -11 | -1.9% | -2
COc1ccc(N=Nc2c(O)[nH]c(=S)[nH]c2=O)cc1 | 3.3 | -15% | 6 | 1 | 14 | 0 | -14 | -2.5% | -2
O=C(Nc1ccc(F)cc1F)c1cccnc1Oc1cccc(C(F)(F)F)c1 | 0.6 | -7%&-6% | 4 | -7 | 4 | -3 | 4 | 7.1% | -7
C/C(=N\Nc1ccccc1)c1c(O)[nH]c(=O)[nH]c1=O | 0.0 | -3% | 1 | 3 | 2 | -1 | -12 | -1.7% | 1
CC(=NCc1ccco1)c1c(O)n(-c2ccccc2C)c(=O)[nH]c1=O | 1.9 | -6% | 2 | 5 | 6 | . | -4 | -3.0% | 6
O=C1C2CCN(CC2)C1Cc1ccc(OCc2ccccc2)cc1 (stereo unspecified) | -0.1 | -16% | 5 | -2 | -3 | 6 | -6 | 1.2% | -2
COc1cc2c(cc1OC)[C@@H]1C(=O)c3ccc4c(c3O[C@@H]1CO2)C[C@H](C(C)C)O4 | -0.2 | -15% | 15 | -12 | -11 | -2 | 11 | -0.1% | 6
Cc1ccsc1C(=O)C1CCCN(Cc2ccc(-n3cccn3)cc2)C1 (stereo unspecified) | -1.2 | -21% | 2 | -3 | -1 | -22 | -16 | -0.3% | -2
COc1ccc(CNC(=O)C(NC(C)=O)C(C)C)cc1OC (stereo unspecified) | 0.1 | 1% | 2 | 0 | -7 | -27 | -5 | 0.0% | 3
COC(=O)C1=C(c2c(C)noc2C)C[C@@H]2CC[C@H]1N2C(=O)N1CCC(O)(c2ccc(Cl)cc2)CC1 | -0.6 | . | -3 | 4 | . | 5 | . | 1.8% | -3
CCOC(=O)C1CN(C)CCC1=O (stereo unspecified) | -0.1 | -3% | 3 | 3 | 3 | 4 | 2 | 1.3% | -6
COc1ccc(C(=O)C(C)(C)NO)cc1 | 0.0 | -7% | 2 | 2 | -12 | 2 | -4 | -1.5% | 4
O=C1NC(=O)N(c2ccccc2)C(=O)/C1=C/c1coc2ccc(O)cc2c1=O | -0.3 | -7% | 0 | 2 | 9 | -10 | -28 | 0.0% | -1
Cc1ccccc1CC(=O)N(CCN(C)C)CC1CCCN(Cc2ccccc2F)C1 (stereo unspecified) | -0.2 | -4% | 2 | -10 | -18 | -4 | -11 | 1.0% | -6
CNCCc1c[nH]c2ccccc12 | 0.7 | -8% | 6 | 18 | -10 | -7 | . | -4.0% | -2
O=c1[nH]c(=O)n(-c2ccc(F)cc2)c(O)c1/C=C1\C=Nc2ccccc21 | 0.7 | 8% | 8 | 2 | -2 | 12 | -17 | 0.6% | 0
COC(=O)C1=C(c2ccc(F)cc2OCc2ccccc2)C[C@@H]2CC[C@H]1N2C(=O)NCc1ccc(F)cc1 | 0.4 | . | 9 | -11 | -12 | 15 | . | -2.4% | -3
CCCCn1c(O)c(C(C)=Nc2cccc(C(=O)O)c2)c(=O)[nH]c1=O | -0.3 | -5% | 3 | -4 | 4 | 0 | -2 | 0.7% | 0

Screening data deposited in PubChem BioAssay by National Center for Advancing Translational Sciences (NCATS).

Some of the compounds tested; count on the stated rates, not on these rows.
